Screening data from PubChem BioAssay.
LmPK inh = LmPK (Leishmania mexicana) enzyme inhibition. purified LmPK, Kinase-Glo ATP luminescence, 1 h. Potency, µM (series often up to 57.5 µM), without a hit: at the highest dose activity change, negative = inhibition, hits mostly inhibitors. actives 0.37% (n = 290,000). AID 1721; also: potency is read from the fitted curve at half-maximal effect
Target sequence (Q27686 whole entry, looked up): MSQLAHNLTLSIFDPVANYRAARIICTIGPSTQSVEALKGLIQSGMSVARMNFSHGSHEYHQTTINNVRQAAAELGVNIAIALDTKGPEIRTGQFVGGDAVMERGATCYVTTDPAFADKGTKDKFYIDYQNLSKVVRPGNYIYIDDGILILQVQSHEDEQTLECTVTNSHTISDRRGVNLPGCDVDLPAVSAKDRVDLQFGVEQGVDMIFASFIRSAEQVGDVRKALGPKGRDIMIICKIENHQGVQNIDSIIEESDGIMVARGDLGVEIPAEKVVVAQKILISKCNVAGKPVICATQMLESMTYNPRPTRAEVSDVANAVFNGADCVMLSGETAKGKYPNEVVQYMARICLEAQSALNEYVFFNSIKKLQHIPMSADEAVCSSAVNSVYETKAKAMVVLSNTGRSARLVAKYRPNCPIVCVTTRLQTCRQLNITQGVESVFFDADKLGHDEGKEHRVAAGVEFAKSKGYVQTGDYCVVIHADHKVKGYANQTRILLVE
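In 50 mM imidazole pH 7.2 with 7 mM MgCl2, LmPK (0.1 nM) turned over PEP (0.5 mM) and ADP (0.1 mM) for 1 h at room temperature. Luciferase read-out of ATP.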
Tb PYK inh = inhibitors of Trypanosoma brucei pyruvate kinase; Q57TT1; actives 0.12% (n = 410,000); TbPYK enzyme, Kinase-Glo Plus ATP luminescence, 45 min; Potency, µM (top dose mostly 76.8 µM), for inactives: top-dose activity, negative = inhibition, most hits filed as inhibitors; AID 624173; also: potency is read from the fitted curve at half-maximal effect; nearly all actives have a fitted effect of over 50% in size
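Activity of T. brucei pyruvate kinase was followed by Kinase-Glo Plus luminescence after the enzyme reacted 45 min at room temperature with 130 uM ADP (final) and substrate. Test compounds were added before ADP at multiple concentrations.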
AmpC inh no detg = inhibitors of E. coli AmpC beta-lactamase without detergent | AID 485341 | P00811 | AmpC nitrocefin hydrolysis, absorbance 480 nm, 0.0001% Triton | actives 0.52% (n = 330,000) | Potency, µM (doses to about 57.1 µM), for the others: at the top dose activity change, negative = inhibition, usual class: inhibitors;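 also: potency is read from the fitted curve at half-maximal effect; plate controls were no compound for no effect and no enzyme for full effect; nearly all actives have a fitted effect of over 20% in size; some results filed as inactive show a strong effect at the top dose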
Target sequence (P00811 whole entry, looked up): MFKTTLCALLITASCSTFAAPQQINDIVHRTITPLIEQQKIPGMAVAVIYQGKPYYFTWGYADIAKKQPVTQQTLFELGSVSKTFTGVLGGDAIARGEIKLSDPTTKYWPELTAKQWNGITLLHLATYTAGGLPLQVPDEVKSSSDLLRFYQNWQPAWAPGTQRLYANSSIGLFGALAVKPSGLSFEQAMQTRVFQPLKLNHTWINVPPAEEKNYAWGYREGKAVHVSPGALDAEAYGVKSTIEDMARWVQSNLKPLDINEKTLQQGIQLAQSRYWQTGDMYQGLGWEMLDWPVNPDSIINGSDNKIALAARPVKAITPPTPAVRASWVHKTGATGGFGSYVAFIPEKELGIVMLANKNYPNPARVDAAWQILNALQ
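AmpC (5.3 nM in the dispensed reagent) in 20 mM phosphate pH 7.0 with 0.01% (detergent screen) or 0.0001% Triton X-100 was preincubated with compounds for 15 min at room temperature. Nitrocefin was then added from an 800 uM solution, and hydrolysis was followed at 480 nm.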
AMA1-RON2 inh = disrupts binding of P. falciparum AMA1 to RON2. actives 0.2% (n = 360,000). AlphaScreen AMA1-biotinylated RON2 peptide binding. Potency, µM (top dose mostly 58.2 µM), for inactives: at the top dose activity change, negative = inhibition, most hits filed as inhibitors. AID 720542;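 also: potency is read from the fitted curve at half-maximal effect; 0% = vehicle wells and -100% = peptide control; nearly all actives have a fitted effect of over 45% in size; some results filed as inactive show a strong effect at the top dose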
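AMA1 (3D7) with his tag at 25 nM final met compounds first, then biotinylated RON2 peptide at 25 nM; detection used donor plus acceptor beads, 10 µg/mL apiece, read by AlphaScreen after 30 min at room temperature.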
AmpC detergent = blocks E. coli AmpC beta-lactamase in detergent assay; P00811; AmpC hydrolysis of nitrocefin, absorbance 480 nm, 0.01% Triton; Potency, µM (top dose mostly 114 µM), inactives show at the top dose activity change, negative = inhibition, hits mostly inhibitors; actives 0.041% (n = 370,000); AID 485294;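 also: potency is read from the fitted curve at half-maximal effect; 0% = no-compound wells and -100% = no-enzyme wells; nearly all actives have a fitted effect of over 25% in size; some results filed as inactive show a strong effect at the top dose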
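AmpC (5.3 nM in the dispensed reagent) in 20 mM phosphate pH 7.0 with 0.01% (detergent screen) or 0.0001% Triton X-100 was preincubated with compounds for 15 min at room temperature. Nitrocefin was then added from an 800 uM solution, and hydrolysis was followed at 480 nm.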
Sm TGR block = blocks Schistosoma mansoni thioredoxin glutathione reductase. Q962Y6. purified TGR, DTNB reduction, TNB absorbance 405 nm. Potency, µM (series often up to 114 µM), without a hit: top-dose activity change, negative = inhibition, hits mostly inhibitors. actives 3% (n = 360,000). AID 485364; also: potency is read from the fitted curve at half-maximal effect; nearly all actives have a fitted effect of over 60% in size
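TGR 20 nM + NADPH 100 uM (dispensed conc.), cpd preinc 15 min RT; start with NADPH (500 uM addition) then DTNB (15 mM addition). Kinetic TNB absorbance, 405 nm filter. Four-parameter Hill fit across titration.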
HCMV antiviral = blocks human cytomegalovirus replication; HFF cells, HCMV-luciferase reporter, 72 h; active compounds read low; activity change, negative = inhibition, % at 57.5 µM; actives 4.5% (n = 410,000); in the data active = activity change below about -60%; inconclusive = no clear call, values can overlap the other calls; inactive = above about -39%
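Two-dose cell screen: HFF monolayers treated with compounds and infected with luciferase-expressing HCMV at 1 PFU/cell, 72 h at 37C, then lysed for luciferase measurement.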
An asterisk follows results filed as active; u = inconclusive; x = not tested or not shown; [ ] = dose if it differs, or a comment. Unless noted, calls follow the shape of the dose curve; as a rule, active = well fitted curve in the direction sought with a large enough effect; inconclusive = small, poorly fitted or top-dose-only effect, or another doubt; inactive = no such curve, though single readings can be large; an effect the other way counts as inactive or inconclusive. Unless noted, % is scaled to controls: 0 for no effect and ±100 for the full control effect.

SMILES	LmPK inh	Tb PYK inh	AmpC inh no detg	AMA1-RON2 inh	AmpC detergent	Sm TGR block	HCMV antiviral
CCCC(=N)C1=C(O)CC(CC(C)SCC)CC1=O (stereo unspecified)	-5%	2%	-2%	5%	-9%	-23%	20
C[C@@H]1CN([C@H](C)CO)C(=O)CCCn2nncc2CO[C@@H]1CN(C)C(=O)c1ccccc1	x	3%	x	8%	x	x	-7
CCOC(=O)C1=C(C)NC(C)=C(C(=O)OCC)C1C(=O)OCC(=O)NCc1ccc(F)cc1	x	2%	94%[activator]	-5%	x	x	-16
Fc1ccc(N2CCN(/C=C/c3nnnn3-c3ccccc3)CC2)cc1	3%	0%	-35%	-7%	5%	-3%	u
CCCC(=O)Nc1cccc(NC(=O)c2ccc(C)c([N+](=O)[O-])c2)c1	-3%	-7%	-42%	-7%	2%	0%	-14
O=C(Nc1c[nH]c(=O)[nH]c1=O)c1ccccc1Cl	3%	-3%	-3%	3%	1%	0%	10
COc1ccc(-c2nc3c4ccccc4n(CC(=O)N4CCN(c5ccc(F)cc5)CC4)c(=O)n3n2)cc1	x	1%	x	x	4%	2%	36
O=C(Nc1ccccc1C(F)(F)F)c1ncn[nH]1	-8%	8%	19%	9%	2%	1%	-12
CC(C)(C)NC(=O)C1c2ccccc2OCC(=O)N1C1CC1 (stereo unspecified)	x	5%	x	66%[activator]	x	x	-7
c1ccc(CSC2=NNC(c3ccccn3)S2)cc1 (stereo unspecified)	4%	-18%	-15%	-18%	10%	-7%	83
COc1ccccc1-c1cc(C(=O)Nc2cccnc2)no1	-9%	-8%	-23%	5%	-7%	5%	2
CNC(=O)c1ccc(-n2nc(C)cc2-c2ccccc2)cc1	4%	-1%	34%	-7%	1%	18%	-16

Six structures out of the list, arranged by length of the SMILES, descending:
SMILES	LmPK inh	Tb PYK inh	AmpC inh no detg	AMA1-RON2 inh	AmpC detergent	Sm TGR block	HCMV antiviral
C[C@@H]1CN([C@H](C)CO)C(=O)CCCn2nncc2CO[C@@H]1CN(C)C(=O)c1ccccc1	x	3%	x	8%	x	x	-7
CCOC(=O)C1=C(C)NC(C)=C(C(=O)OCC)C1C(=O)OCC(=O)NCc1ccc(F)cc1	x	2%	94%[activator]	-5%	x	x	-16
Fc1ccc(N2CCN(/C=C/c3nnnn3-c3ccccc3)CC2)cc1	3%	0%	-35%	-7%	5%	-3%	u
CC(C)(C)NC(=O)C1c2ccccc2OCC(=O)N1C1CC1 (stereo unspecified)	x	5%	x	66%[activator]	x	x	-7
CNC(=O)c1ccc(-n2nc(C)cc2-c2ccccc2)cc1	4%	-1%	34%	-7%	1%	18%	-16
O=C(Nc1c[nH]c(=O)[nH]c1=O)c1ccccc1Cl	3%	-3%	-3%	3%	1%	0%	10

Later entries.
SMILES	LmPK inh	Tb PYK inh	AmpC inh no detg	AMA1-RON2 inh	AmpC detergent	Sm TGR block	HCMV antiviral
CCOc1cccc(CNCCSc2nnnn2C)c1	2%	-16%	-4%	-20%	3%	0%	21
Cc1ccccc1-c1cc2nc(C)c(C)c(=O)n2[nH]1	0%	-6%	-11%	-6%	-7%	2%	73
O=C(COC(=O)c1ccc(N2CCCC2=O)cc1)Nc1ccccc1	x	-3%	-31%	8%	4%	1%	-9
CC(CNC(=O)c1ccccc1Cl)c1ccccc1 (stereo unspecified)	-5%	-2%	5%	2%	u	2%	6
CCN(C(=O)COC(=O)CNC(=O)c1ccc(C)c(C)c1)C1CCS(=O)(=O)C1 (stereo unspecified)	0%	2%	-6%	4%	u	-35%	-34
COC(=O)c1cnn2c(C)c(Cc3cccc(F)c3)c(C)nc12	1%	-3%	-7%	12%	u	1%	21
CCCCN(C(=O)c1ccc2c(c1)OCO2)C1CCS(=O)(=O)C1 (stereo unspecified)	x	3%	u	4%	u	6%	-7
Cc1cc(OC(C)C(=O)NC2CC(C)(C)NC(C)(C)C2)c2c(C)cc(=O)oc2c1 (stereo unspecified)	-5%	-1%	35%	2%	-6%	-7%	-3
c1ccc(-c2ncc(CN3CCN(c4ccccn4)CC3)[nH]2)cc1	-9%	-1%	-15%	-5%	7%	11%	45
O=C(Nc1ccc(N2CCOCC2)cc1)c1cccc(S(=O)(=O)N2CCCCC2)c1	4%	9%	11%	2%	-2%	3%	-21
Cc1ccc(NC(=O)N2CCCC2C(=O)NCCc2ccccc2)cc1 (stereo unspecified)	2%	-4%	-7%	3%	u	2%	31
Cc1c(Cl)cccc1NC(=O)CC1SCCNC1=O (stereo unspecified)	-11%	-4%	-12%	-17%	-13%	0%	5
Cc1ccc(S(=O)(=O)N2CCN(C(=O)COC(=O)c3ccccc3OC(F)F)CC2)c(C)c1	x	2%	x	-3%	x	x	-6
Cc1ccc(C(=O)OC2CCN(c3ccc([N+](=O)[O-])cc3)CC2)cc1	-1%	-7%	-13%	-19%	-14%	-7%	19
CC(=O)Nc1ccc(S(=O)(=O)Nc2cc3c(cc2C(C)=O)OCO3)cc1	1%	2%	2%	-7%	-3%	-8%	9
COc1ccc(Cl)cc1C(=O)Nc1ccccc1N1CCCCC1	u	5%	-28%	29%	-8%	-12%	-15
CCc1cc2c(=O)oc(-c3ccccc3F)nc2s1	-1%	-3%	-14%	25%	4%	4%	-21
COCCCNC(=S)Nc1ccc(S(=O)(=O)Nc2cc(OC)nc(OC)n2)cc1	0%	8%	-17%	-4%	u	2%	38
COc1ccc(-n2c(SCC(=O)Nc3ccc(C)cc3)nc(O)c(Cc3ccccc3)c2=O)cc1	-1%	5%	-46%	0%	2%	2%	8
COc1ccc(Cl)cc1NS(=O)(=O)c1ccc2[nH]c3c(c2c1)CCCC3	x	-4%	x	x	12%	9%	9
O=c1/c(=C/c2ccc(CNS(=O)(=O)c3ccccc3)o2)sc2n1CCN=2	3%	-12%	-14%	-1%	u	25µM*	12
CN(C)C(=O)N1CCN(C(=O)c2ccccc2Sc2ccccc2C#N)CC1	-2%	2%	49%	9%	-7%	-8%	-18
CCOc1cc(/C=N/NC(N)=O)cc(Br)c1OCC(=O)Nc1ccccc1C	4%	3%	-12%	0%	-1%	0%	-21
COC(=O)CCCCC(=O)C1C(=O)CC(C)(C)C(C(=O)OC)C1=O (stereo unspecified)	3%	-7%	-2%	-1%	2%	-3%	0
CCC(=O)Nc1cccc(NC(=S)NC(=O)c2ccc(Cl)cc2Cl)c1	2%	-3%	-26%	7%[2.32 µM]	-8%	-21%	u
O=C(NC1CCN(Cc2ccccc2)CC1)c1ccc(CS(=O)c2ccccc2Cl)o1 (stereo unspecified)	x	8%	x	7%	x	x	u
C/[N+]([O-])=C\c1cccc(OCCN2CCN(c3ncc(C(F)(F)F)cc3Cl)CC2)c1	0%	5%	189%[activator]	-5%	-2%	0%	-74*
CCCn1nc(-c2nnc(-c3ccc(C)c(C)c3)o2)c2ccccc2c1=O	-2%	-10%	-14%	0%	0%	-12%	x
CCCCc1nc2sc3c(SCCN(C)C)ncnc3c2c2c1CCC2	7%	-3%	14%	-2%	-14%	-18%	-13
CCOc1ccc(NC(=O)NC2CCCCCCC2)cc1	-9%	2%	-47%	-2%	1%	-7%	35
CCCCC1(C)OC(=O)C(=Cc2ccc(N(C)C)cc2)C(=O)O1 (stereo unspecified)	0%	-11%	-20%	-5%	5%	u	-8
COC(=O)c1ccc(CSc2nc3ccncc3n2Cc2ccc(F)cc2)cc1	x	1%	x	x	15%	7%	85
Cn1cnnc1SCCNS(=O)(=O)c1cccc([N+](=O)[O-])c1	6%	4%	-10%	15%	-13%	-6%	-2
COCCn1c(C)cc(C(=O)COC(=O)c2ccc(S(=O)(=O)N(C)C)cc2)c1C	x	4%	3%	-10%	x	x	-88*
COc1ccc(C2c3[nH]c4ccccc4c3C[C@H]3C(=O)N(C)CC(=O)N23)cc1OC (stereo partly specified)	5%	-9%	134%[activator]	0%	6%	-14%	-4
COc1cccc(CC(=O)OCC(=O)Nc2c(C)nn(-c3ccccc3)c2C)c1	x	-6%	2%	1%	u	-8%	-8
O=C(NCC(=O)N1CCC2(CC1)NCCc1[nH]cnc12)c1ccc(Br)cc1	-1%	0%	-11%	3%	-5%	3%	-23
O=C(Cc1ccc(Cl)cc1)Nc1ccccc1N1CCN(C(=O)c2ccccc2)CC1	1%	4%	-1%	-10%	-10%	-25%	u
Cc1ccc(C)c(-n2cc(-c3ccccc3)nc2SCC(=O)Nc2ccccc2)c1	x	1%	x	x	6%	0%	-15
COc1ccc(NC(=O)CSc2nccn2Cc2ccccc2)cc1	-7%	1%	25%	-20%	13%	12%	51
COc1cc2cc(C(c3nnnn3Cc3ccc(F)cc3)N3CCCCCC3)c(=O)[nH]c2cc1OC (stereo unspecified)	-1%	u	69%[activator]	-5%	u	u	45
CC(C)CN(C(=O)CCNC(=O)c1ccc(Cl)cc1)c1c(N)n(CC(C)C)c(=O)[nH]c1=O	x	-19%	24%	14%	-18%	-19%	-9
S=C(Nc1ccccc1Cl)NC1CCC(NC(=S)Nc2ccccc2Cl)CC1 (stereo unspecified)	1%	-6%	-29%	9%	-6%	-11%	u

By substructure: the entries above with a CF3 group (two)
SMILES	LmPK inh	Tb PYK inh	AmpC inh no detg	AMA1-RON2 inh	AmpC detergent	Sm TGR block	HCMV antiviral
O=C(Nc1ccccc1C(F)(F)F)c1ncn[nH]1	-8%	8%	19%	9%	2%	1%	-12
C/[N+]([O-])=C\c1cccc(OCCN2CCN(c3ncc(C(F)(F)F)cc3Cl)CC2)c1	0%	5%	189%[activator]	-5%	-2%	0%	-74*
